V1R ag counter: activates human V1a receptor in oxytocin agonist counter-screen. activation, % at 3 µM. CHO-V1R cells, Fluo-8 calcium fluorescence, agonist mode; 0% DMSO, 100% 3 nM vasopressin. P37288. 320,000 compounds, 0.25% hits. AID 2797;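 active means activation above the mean activation of all tested compounds plus 3 SD, per screening run, cut at about 20% in these data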;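 further: signal is peak over basal fluorescence ratio across a 100 second FLIPR read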
IMP-1 inh: blocks Pseudomonas aeruginosa IMP-1 metallo-beta-lactamase | purified IMP-1, nitrocefin hydrolysis, epi-absorbance fluorescence | inhibition, % at 5.6 µM | 290,000 compounds, 0.45% hits;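 active means inhibition above the mean plus 3 SD of all compounds in the same screening run, cut at about 4.5% in these data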;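 further: 0% = IMP-1 with DMSO and 100% = DMSO wells lacking enzyme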
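system = purified recombinant IMP-1 beta-lactamase | amount = 0.2 nM IMP-1, as dispensed | medium = HEPES buffer pH 7.1 with ZnSO4 and Brij 35 | times = 25 °C, 15 min preincubation, 25 min reaction | detection = plate fluorescence quenching by hydrolysis product, ex 480/em 530 nm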
OXTR agonist: agonists of human oxytocin receptor | CHO-OTR cells, Fluo-8 calcium fluorescence; normalized: DMSO 0%, oxytocin 100% | activation, % at 3 µM | P30559 | 320,000 compounds, 0.32% hits;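 active means activation above the mean of all tested compounds plus 3 SD, cutoff set per screening run, cut at about 20% in these data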;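 further: peak over basal fluorescence ratio from a 100 s FLIPR kinetic read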
Target sequence (P30559 whole entry, looked up): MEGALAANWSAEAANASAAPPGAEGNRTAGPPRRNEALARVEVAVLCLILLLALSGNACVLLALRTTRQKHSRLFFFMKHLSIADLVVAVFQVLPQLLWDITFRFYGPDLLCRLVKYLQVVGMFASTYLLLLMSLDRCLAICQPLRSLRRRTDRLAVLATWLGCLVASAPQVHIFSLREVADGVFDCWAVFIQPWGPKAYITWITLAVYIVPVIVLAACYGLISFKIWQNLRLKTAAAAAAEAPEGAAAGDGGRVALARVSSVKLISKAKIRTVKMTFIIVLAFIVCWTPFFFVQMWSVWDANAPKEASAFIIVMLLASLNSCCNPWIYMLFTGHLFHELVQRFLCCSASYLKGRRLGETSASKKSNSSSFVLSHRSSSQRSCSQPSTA
PHOSPHO1 block: inhibitors of human PHOSPHO1 phosphatase; AID 1565; Q8TCT1; recombinant PHOSPHO1, absorbance phosphatase assay; 290,000 compounds, 1.1% hits; inhibition, % at 13.3 µM; in the data active means inhibition above about 60%
Target sequence (Q8TCT1 whole entry, looked up): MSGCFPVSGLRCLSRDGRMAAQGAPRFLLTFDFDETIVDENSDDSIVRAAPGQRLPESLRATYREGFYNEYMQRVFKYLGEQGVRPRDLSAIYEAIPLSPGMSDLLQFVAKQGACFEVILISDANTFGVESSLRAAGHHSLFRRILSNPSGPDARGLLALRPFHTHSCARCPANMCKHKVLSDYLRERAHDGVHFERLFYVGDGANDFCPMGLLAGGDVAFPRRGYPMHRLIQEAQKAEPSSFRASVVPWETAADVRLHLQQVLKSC
VIM-2 inhibitor: inhibitors of Pseudomonas aeruginosa VIM-2 metallo-beta-lactamase. 290,000 compounds, 0.89% hits. purified VIM-2, nitrocefin hydrolysis, epi-absorbance fluorescence. AID 1527. inhibition, % at 5.6 µM;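 active means inhibition above the mean of all tested compounds plus 3 SD, cutoff set per screening run, cut at about 7.5% in these data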;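 further: red hydrolysis product quenches plate fluorescence so inhibitors raise well fluorescence; 0% = enzyme with DMSO and 100% = DMSO without enzyme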
FID counter: fluorescent intercalator displacement, NS3 helicase counter-screen. DNA fluorescent intercalator displacement, fluorescence. inhibition, % at 7.9 µM. 290,000 compounds, 0.17% hits. AID 1845; in the data active means inhibition above about 37%;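 further: 0% = vehicle and 100% = reference compound; higher means more ethidium bromide displaced from hairpin DNA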
GPR7 antag: blocks human GPR7 receptor signaling; AID 1861; P48145; 290,000 compounds, 1.1% hits; GPR7-expressing cells, fluorescence antagonist assay; inhibition, % at 4.4 µM; in the data active means inhibition above about 16%, passing the limit was not always enough;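 further: cells stimulated with the agonist NPW; 0% = agonist with vehicle and 100% = vehicle without agonist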
Target sequence (P48145 whole entry, looked up): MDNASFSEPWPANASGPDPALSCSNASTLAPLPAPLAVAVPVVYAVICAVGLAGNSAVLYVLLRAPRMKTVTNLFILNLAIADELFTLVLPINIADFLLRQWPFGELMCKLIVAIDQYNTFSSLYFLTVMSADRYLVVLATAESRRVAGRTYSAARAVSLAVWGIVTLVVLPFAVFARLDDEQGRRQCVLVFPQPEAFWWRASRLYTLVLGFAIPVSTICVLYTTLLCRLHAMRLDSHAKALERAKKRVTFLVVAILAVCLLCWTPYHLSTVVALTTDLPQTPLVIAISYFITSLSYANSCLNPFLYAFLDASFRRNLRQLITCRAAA
HCV NS3 hel inh: inhibitors of Hepatitis C virus NS3 helicase; inhibition, % at 10.9 µM; 290,000 compounds, 0.56% hits; NS3 helicase DNA unwinding, Cy5 molecular beacon fluorescence;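 active means inhibition above the mean of all tested compounds plus 3 SD, set per campaign, cut at about 35% in these data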;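 further: 0% = DMSO wells and 100% = thioflavine S control wells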
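Assay system – hepatitis C virus NS3 helicase domain fragment enzyme · Buffer or medium – MOPS pH 6.5, MgCl2, DTT, Tween20, BSA · Reagent – Cy5/quencher beacon DNA duplex and ATP to start · Compound – single 10.9 µM dose · Timing – 1 h at 25 °C · Technique – Cy5 beacon fluorescence read at start and 1 h · Measure – % inhibition of unwinding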
GalR3 antag: antagonists of human GalR3 | O60755 | HEK293 GalR3-CNG cAMP membrane potential fluorescence; galR3 body fused to GalR1 C-terminus | inhibition, % at 3 µM | 360,000 compounds, 0.44% hits | AID 651719;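 active means inhibition above the screen-wide average plus 3 SD, cut at about 13% in these data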;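 further: forskolin and galanin both at EC90 stimulate the cells; cAMP rise reported by CNG channel membrane potential dye signal; 0% = forskolin plus galanin with DMSO and 100% = forskolin alone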
An asterisk follows results filed as active; . = not tested or not shown.

SMILES	V1R ag counter	IMP-1 inh	OXTR agonist	PHOSPHO1 block	VIM-2 inhibitor	FID counter	GPR7 antag	HCV NS3 hel inh	GalR3 antag
CC(=O)N1CCc2cc(C(=O)CN3CCN(c4ccccn4)CC3)ccc21	-0.4	-4.0	-0.5	3	-1.2	-3	-5	-2	-6
COCCN(CC(=O)NCc1ccc2c(c1)OCO2)C(=O)CCC(=O)Nc1nccs1	-0.3	-2.8	-1.2	-10	-3.5	-12	-9	6	1
COc1ccc(OC)c(C2C(C(C)=O)=C(O)C(=O)N2CCN2CCOCC2)c1 (stereo unspecified)	-0.3	-3.9	1.5	-19	-1.7	-20	-16	-11	2
COc1ccc(C(=O)C[n+]2ccc(C)cc2)cc1	-0.5	0.0	0.5	-2	0.2	0	-6	4	5
CCc1nnc(NC(=O)CCC(=O)Nc2ccccc2)s1	-0.2	-4.6	-0.4	4	-2.1	-7	14	-1	0
CCc1cc(CNC(=O)C2CCC(=O)N(CCc3ccc(OC)cc3)C2)on1 (stereo unspecified)	-0.2	2.0	-0.1	1	0.8	-6	-9	2	-1
CSc1nc(C)c(C(=O)Nc2ccccc2)c(-c2ccco2)c1C#N	-1.1	0.3	-1.5	35	-1.7	-9	-5	-12	-1
O=C(/C=C/c1ccco1)Nc1ccccc1N1CCCCC1	-0.1	-2.7	-1.9	25	-3.6	-28	-22	8	-6
Cc1cccc(N2C(=O)C(O)=C(C(=O)c3cccs3)C2c2cccc(Oc3ccccc3)c2)n1 (stereo unspecified)	0.0	-1.0	-1.7	28	-0.1	-34	-7	80*	-1
Cc1cc(OCC(=O)Nc2ccc(N3CCN(C(=O)c4ccco4)CC3)cc2)cc(C)c1Cl	6.9	-1.8	4.4	73*	-1.7	-2	-14	-1	-9
O=C(NCc1ccc2c(c1)OCO2)c1cc2n(n1)C(C(F)(F)F)CC(c1ccc3c(c1)OCO3)N2 (stereo unspecified)	1.0	-2.7	5.5	-17	-1.4	-17	5	1	-7
CCN1CCN(C(=O)Cn2nc(-c3ccc(Cl)cc3)ccc2=O)CC1	-0.7	-3.1	-0.6	18	23*	4	-21	18	0
COc1ccc(CNC(=O)c2cc(C(=O)C3CC3)c[nH]2)cc1	6.0	-1.4	2.5	38	-2.3	-10	-21	7	-5
COc1cc2nc(=S)n3[nH]c(CCn4c(C)nc5ccccc54)nc3c2cc1OC	1.4	-2.2	1.7	28	0.1	-5	-1	3	0
O=C(/C=C/c1cc([N+](=O)[O-])ccc1OC(F)F)NCc1ccc(Cl)cc1	-0.4	-2.3	-1.5	6	-3.3	0	2	2	-3
COc1ccc(-n2c(-c3ccco3)nc3c(cnn3-c3ccc(C)cc3)c2=O)cc1	-0.8	-3.7	-1.6	42	-2.0	-8	-9	1	-1
CCOc1ccc(NC(=S)NC(=O)c2ccco2)cc1	0.1	-0.7	-1.5	5	-0.1	-10	8	4	-11
O=C(CSCc1ccc(Cl)cc1)Nc1ccc2c(c1)OCCO2	3.3	-1.3	-0.2	23	0.5	-6	6	-11	-6
O=C(Nc1ccc(Br)cn1)c1cccc(C(=O)Nc2ccc(Br)cn2)c1	1.2	-3.4	-0.7	27	-2.5	-3	-14	-12	-9
CC1=C(C#N)C(Nc2cccc(C)n2)(C(F)(F)F)C(=O)N1 (stereo unspecified)	0.5	-2.9	0.8	4	0.5	3	-6	1	-6

Some values from the entries so far.
For FID counter, `CCOc1ccc(NC(=S)NC(=O)c2ccco2)cc1` has -10
For GalR3 antag, `O=C(Nc1ccc(Br)cn1)c1cccc(C(=O)Nc2ccc(Br)cn2)c1` has -9

(continued)
SMILES	V1R ag counter	IMP-1 inh	OXTR agonist	PHOSPHO1 block	VIM-2 inhibitor	FID counter	GPR7 antag	HCV NS3 hel inh	GalR3 antag
CC(=O)N1CCN(Cc2nc3cc(NC(=O)C4CCCCC4)ccc3n2C)CC1	-0.2	-5.3	0.0	8	-0.9	-23	-11	6	-4
CCOc1ccc(-n2c(N)c(C(=O)N3CCN(C)CC3)sc2=S)cc1	0.6	0.5	0.9	11	-2.2	11	-4	3	-4
Cn1c(=O)c2c(ncn2CC(=O)OCC(=O)NCc2ccc(Cl)cc2)n(C)c1=O	3.7	-3.4	1.6	9	0.1	-5	-5	-8	2
CCCS(=O)(=O)c1snnc1C	0.5	-2.2	0.9	11	-6.3	1	-6	6	3
C=CCC(C)(NCc1ccccc1)c1ccccc1 (stereo unspecified)	-1.7	-1.0	-1.3	-38	-1.3	2	-12	2	-6
CCOC(=O)c1[nH]ncc1CN1CCN(Cc2ccccc2)C(CCO)C1 (stereo unspecified)	0.3	-2.1	0.9	1	-3.8	0	-14	5	0
Nc1nc(NCc2c(F)cccc2Cl)nn1-c1ccccc1	-0.4	1.8	-0.6	-4	-1.4	-5	-4	-5	-2
O=C(C1CCN(Cc2cn[nH]c2-c2ccc(F)cc2F)CC1)N1CCOCC1	0.4	-2.0	0.1	27	-2.1	-7	-18	8	11
COc1cc(-c2noc(C)n2)cc(OC)c1OC	0.1	-2.6	-0.4	25	-3.2	-2	-9	4	-3
CCC(C)(C(=O)NC1CCCCC1)N(CC1CCCO1)C(=O)Cc1cccs1 (stereo unspecified)	-0.3	-1.0	-0.3	-5	-2.1	-26	12	-9	-5
NNC(=O)CSc1c(-c2cccs2)[nH]c2ccccc12	0.1	-3.1	-0.4	-9	-1.0	-6	-9	8	-5
CC(C)(C)NC(=O)C1CCN(S(=O)(=O)c2ccc(Br)cc2)CC1	1.7	-0.4	0.4	12	1.1	-7	-4	-2	-3
Cc1c(-c2nc(N)nc(Nc3ccccc3)n2)oc2ccccc12	-0.5	-4.3	-1.6	-7	-1.5	-13	-10	-44	-1
Cn1c(N/N=C/c2cc3ccccc3nc2Cl)nc2ccccc21	-1.2	-2.9	-1.4	-16	-2.2	-11	0	18	-4
CCOC(=O)CON1C(=O)C(C)(C)N(OCC(=O)OCC)C(=O)C1(C)C	0.7	-0.9	0.7	-12	-1.0	-6	1	-3	-2
CN(C)S(=O)(=O)c1ccc(C(=O)OCC2CCCO2)cc1 (stereo unspecified)	.	0.3	.	.	-0.7	-9	18	-12	-11
O=c1oc2cc(Br)ccc2n1CSC1=NCCS1	-1.8	-2.3	-2.0	-4	-2.8	-4	-14	-8	-1
COc1cccc(-n2c(SCC(=O)NC3CCCC3)nnc2-c2ccco2)c1	-1.1	-2.4	-2.2	3	-2.8	-28	-10	-17	-5
C=CCNc1nc2c(c(=O)n(C)c(=O)n2C)n1CCCCCC	3.9	-2.8	1.4	6	-2.5	-11	1	3	41*
COC(=O)c1cn(C(=O)c2ccco2)c2ccccc12	-0.4	-3.5	1.0	24	-1.2	4	-2	-5	0
CCC(C)(C#CCN1CCCCC1)OCCC#N (stereo unspecified)	0.9	-3.9	-0.7	-6	-2.8	2	-15	4	-2
Cc1ccc(N2C(=O)CCSC23C(=O)Nc2ccccc23)cc1 (stereo unspecified)	-0.1	2.5	-0.2	7	0.9	-10	-3	1	-2
CCOc1ccc(NC(=O)CC2C(=O)N(c3ccc(OC)cc3)C(=O)N2Cc2ccc(OC)cc2)cc1 (stereo unspecified)	1.8	-3.8	1.3	33	-1.1	-12	-18	-34	.
COc1ccc(O)c(/C=N/NC(=O)c2ccc(CSc3nc(C)cc(C)n3)cc2)c1	0.6	-2.3	-0.8	-5	-1.0	-13	-4	-6	4
CCn1cc(C(=O)NCC2CCCO2)c(=O)c2cc(S(=O)(=O)N3CCC(C)CC3)ccc21 (stereo unspecified)	-1.2	-3.5	-0.8	14	-1.8	-15	-14	-12	1
Cn1cc(C(=O)Nc2cccc(F)c2)cn1	4.0	-2.6	2.1	33	-2.0	1	-5	1	4
COc1ccc(NC(=O)C2CCCNC2=O)cc1 (stereo unspecified)	.	-1.6	.	28	-0.1	1	1	2	-11
Cc1cccc(C)c1NC(=O)c1ccccc1C(=O)O	0.4	-0.7	-0.5	24	0.6	-3	-14	15	-2
N=c1c(C(=O)NCc2ccc3c(c2)OCO3)cc2c(=O)n3ccccc3nc2n1CC1CCCO1 (stereo unspecified)	-0.5	-3.2	-0.7	8	-1.0	13	22	-6	1
CCc1cc(C(N)=O)c(NC(=O)c2ccc(OC)cc2)s1	0.3	-2.2	-2.2	-10	-2.7	3	-8	-19	-1

Compound profiles, as listed above. Order of values: V1R ag counter	IMP-1 inh	OXTR agonist	PHOSPHO1 block	VIM-2 inhibitor	FID counter	GPR7 antag	HCV NS3 hel inh	GalR3 antag
COc1ccc(OC)c(C2C(C(C)=O)=C(O)C(=O)N2CCN2CCOCC2)c1 (stereo unspecified) in the list: -0.3	-3.9	1.5	-19	-1.7	-20	-16	-11	2
Cc1c(-c2nc(N)nc(Nc3ccccc3)n2)oc2ccccc12 in the list: -0.5	-4.3	-1.6	-7	-1.5	-13	-10	-44	-1
COCCN(CC(=O)NCc1ccc2c(c1)OCO2)C(=O)CCC(=O)Nc1nccs1 in the list: -0.3	-2.8	-1.2	-10	-3.5	-12	-9	6	1
Cc1cc(OCC(=O)Nc2ccc(N3CCN(C(=O)c4ccco4)CC3)cc2)cc(C)c1Cl in the list: 6.9	-1.8	4.4	73*	-1.7	-2	-14	-1	-9

Going on with the list:
SMILES	V1R ag counter	IMP-1 inh	OXTR agonist	PHOSPHO1 block	VIM-2 inhibitor	FID counter	GPR7 antag	HCV NS3 hel inh	GalR3 antag
O=c1cc(N2CCCC2)c2ccccc2o1	0.3	-1.4	-0.8	36	1.3	7	0	3	2
CC(C)n1c(SCC(=O)Nc2ccccc2)nc2c1c(=O)n(C)c(=O)n2C	-0.6	0.2	0.0	-13	0.5	-15	-13	-5	6
O=C(Nc1cccc([N+](=O)[O-])c1)c1cnccn1	0.3	-2.8	0.2	19	-4.3	3	-6	2	-4
Cc1cccc(NC(=O)c2ccc(COc3ccccc3)o2)n1	0.8	-1.4	-1.3	28	-0.1	-21	-18	4	-1
COc1ccc(-c2c(-c3ccc(OCC(=O)NN)cc3O)n[nH]c2C)cc1	-0.1	-2.7	0.5	56	-1.3	-10	5	1	-4
Cn1c(N2CCOCC2)c(C#N)c2ccccc21	1.0	-2.5	-0.5	-16	-0.6	-8	-22	1	-9
Cc1ccccc1NC(=O)CCN1CCN(CCO)CC1	0.3	-1.0	-0.2	-1	1.4	0	-4	-10	-8
Nc1nc(CSC(=S)N2CCOCC2)nc(Nc2ccccc2)n1	2.4	-3.3	-1.4	5	-0.1	-8	-10	5	-1
COc1ccc(NC(=O)C2Cc3ccccc3CN2C(=O)c2ccco2)cc1 (stereo unspecified)	0.4	-2.1	0.8	42	-0.4	-10	-7	5	-11
COc1ccc(C2=NN(S(C)(=O)=O)C(c3ccc4nccnc4c3)C2)cc1 (stereo unspecified)	0.1	-3.4	-0.1	-12	-0.4	-8	-11	6	-1
CCc1ccccc1NC(=O)CSc1nc2ccccc2n1CC(=O)N1CCCC1	12	-2.4	1.2	-6	-2.2	-24	-8	20	-1
CC(=O)N/C(=C/c1ccccc1)C(=O)NC(Cc1ccccc1)C(=O)O (stereo unspecified)	-0.3	-2.8	-0.4	8	-2.8	1	2	-1	6
CCOc1ccc(NC(=O)CCCN2C(=O)C(c3ccccc3)Oc3cccnc32)cc1 (stereo unspecified)	-0.4	-0.4	4.0	7	-1.2	-45	4	-11	-9

Bioassay records as filed in PubChem.
